IDE inh: inhibitors of human insulin-degrading enzyme in cells; 320,000 compounds, 0.41% hits; AID 434962; HEK cells, FAbetaB cleavage, fluorescence polarization; inhibition, % at 5.59 µM;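 active = percent inhibition above the average of all tested compounds plus 3 SD, set per screening campaign, cut at about 16% in these data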;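 note: IDE supplied by intact live HEK cells; FP after avidin binding of uncleaved biotin substrate so inhibition keeps polarization high; 0% = DMSO wells and 100% = 60 µM reference IDE inhibitor Ii1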
PHOSPHO1 block: inhibitors of human PHOSPHO1 phosphatase. Q8TCT1. recombinant PHOSPHO1, absorbance phosphatase assay. inhibition, % at 13.3 µM. 290,000 compounds, 1.1% hits; in the data active = inhibition above about 60%
Target sequence (Q8TCT1 whole entry, looked up): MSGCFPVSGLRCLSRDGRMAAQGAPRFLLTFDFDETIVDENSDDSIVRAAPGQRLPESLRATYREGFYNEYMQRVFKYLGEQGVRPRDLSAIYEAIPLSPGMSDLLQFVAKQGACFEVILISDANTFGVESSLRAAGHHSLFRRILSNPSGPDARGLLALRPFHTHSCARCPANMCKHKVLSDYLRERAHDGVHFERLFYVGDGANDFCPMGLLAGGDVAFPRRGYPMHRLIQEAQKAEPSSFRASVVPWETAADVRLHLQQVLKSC
GPR7 antagonist: blocks human GPR7 receptor signaling. P48145. GPR7-expressing cells, fluorescence antagonist assay. inhibition, % at 4.4 µM. 290,000 compounds, 1.1% hits. AID 1861; in the data active = inhibition above about 16%, passing the limit was not always enough;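 note: cells stimulated with the agonist NPW; 0% = agonist with vehicle and 100% = vehicle without agonist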
Target sequence (P48145 whole entry, looked up): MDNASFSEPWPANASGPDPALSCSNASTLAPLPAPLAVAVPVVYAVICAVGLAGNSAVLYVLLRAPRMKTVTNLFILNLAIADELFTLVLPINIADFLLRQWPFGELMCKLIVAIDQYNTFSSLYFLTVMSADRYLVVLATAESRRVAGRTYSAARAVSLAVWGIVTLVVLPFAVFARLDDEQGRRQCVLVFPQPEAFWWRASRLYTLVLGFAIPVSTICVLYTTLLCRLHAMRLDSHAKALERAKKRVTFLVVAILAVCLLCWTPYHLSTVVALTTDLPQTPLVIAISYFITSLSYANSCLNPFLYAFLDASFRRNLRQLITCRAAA
IMP-1 inh: inhibitors of Pseudomonas aeruginosa IMP-1 metallo-beta-lactamase. purified IMP-1, nitrocefin hydrolysis, epi-absorbance fluorescence. inhibition, % at 5.6 µM. 290,000 compounds, 0.45% hits;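 active = inhibition above the mean plus 3 SD of all compounds in the same screening run, cut at about 4.5% in these data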;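 note: 0% = IMP-1 with DMSO and 100% = DMSO wells lacking enzyme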
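System: purified IMP-1; amount: IMP-1 0.2 nM before substrate addition; compound: single dose, 5.6 µM; times: 25 °C, 15 min preincubation, 25 min reaction; signal: Epi-absorbance via hydrolysed-nitrocefin quenching of white-plate fluorescence, 480/530 nm, EDTA stop; benchmarks: DMSO with and without IMP-1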
VIM-2 inh: inhibitors of Pseudomonas aeruginosa VIM-2 metallo-beta-lactamase; AID 1527; purified VIM-2, nitrocefin hydrolysis, epi-absorbance fluorescence; inhibition, % at 5.6 µM; 290,000 compounds, 0.89% hits;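 active = inhibition above the mean of all tested compounds plus 3 SD, cutoff set per screening run, cut at about 7.5% in these data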;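 note: red hydrolysis product quenches plate fluorescence so inhibitors raise well fluorescence; 0% = enzyme with DMSO and 100% = DMSO without enzyme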
NALP1 yeast inh: inhibitors of NALP1 inflammasome in yeast. inhibition, % at 10 µM. 280,000 compounds, 0.61% hits. S. cerevisiae NALP1/ASC/caspase-1 growth, X-gal OD620, 72 h; in the data active = inhibition mostly above about 24%, no sharp cut-off; inactive = mostly below about 32%; note: some compounds called inactive have numbers as strong as hits
PfM18AAP inh: blocks P. falciparum M18 aspartyl aminopeptidase | recombinant PfM18AAP, H-Glu-NHMec fluorogenic cleavage | inhibition, % at 7.35 µM | 290,000 compounds, 1.2% hits;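 active = inhibition above the campaign mean inhibition over all tested compounds plus 3 SD, cut at about 28% in these data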;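 note: 0% = plate median of test compound wells and 100% = 2 mM ZnCl2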
IDE act: activators of human insulin-degrading enzyme in cells; P14735; HEK cells, FAbeta-B cleavage, fluorescence polarization; 0% vehicle, 100% cell-free pure enzyme wells; activation, % at 5.96 µM; 340,000 compounds, 0.073% hits; AID 493087;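 active = activation above the mean of all tested compounds plus 3 SD, set per screening campaign, cut at about 17% in these data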
pCIP destab: p/CIP protein destabilization; Q05BA5; F442A p/CIP-EGFP cells, EGFP fluorescence, 16 h; decrease of EGFP signal, % at 10 µM; 290,000 compounds, 0.01% hits;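 active = EGFP signal decrease of at least 30% at 10 µM or well 3 SD below plate mean, unless failing retest; inactive = the rest, including hits failing retest or dose response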; note: some compounds called inactive have numbers as strong as hits; many of its hits are not listed in these tables
An asterisk follows results filed as active; / = no result given.

SMILES	IDE inh	PHOSPHO1 block	GPR7 antagonist	IMP-1 inh	VIM-2 inh	NALP1 yeast inh	PfM18AAP inh	IDE act	pCIP destab
Nc1nc(CSc2nc3ccccc3s2)nc(Nc2ccccc2)n1	4	-31	-12	-2.9	-1.5	15	-5	/	-26
Cc1ccc(S(=O)(=O)NN2C(=O)c3ccccc3NC2C)cc1 (configuration not stated)	3	2	-1	-3.0	-3.5	10	4	-3	-3
O=C(Nc1ccc2ccccc2n1)c1ccccc1	-3	25	-1	-1.0	-1.1	3	-6	-2	-4
O=c1c2c(nc3nc(NCc4ccccc4Cl)[nH]n13)CCC2	-1	20	2	-2.2	-0.3	-4	-7	/	2
O=C(Nc1ccccn1)c1c(O)c2cccc3c2n(c1=O)CCC3	1	-9	-16	-1.0	-3.0	14	-1	2	1
CN1CCN(CC(=O)c2cc(C(C)(C)C)c(O)c(C(C)(C)C)c2)CC1	3	-8	-13	-2.7	-2.3	-12	1	0	-10
Cc1ccc(Cn2ccsc2=NC(=O)CCl)cc1	-2	21	5	-2.6	-1.6	-10	11	0	-4
COC(=O)c1ccc(CSc2ccccc2C)o1	7	-12	-14	-3.5	-2.5	-17	10	-2	6
CNCC(O)COc1ccccc1 (configuration not stated)	2	0	12	-2.2	-2.2	3	-6	-3	-4
CC(C)(O)[C@@H]1Cc2c(ccc3ccc(=O)oc23)O1	3	6	-1	-2.9	-3.2	25	4	-2	-3
COC(CC(=O)NNC(=S)Nc1ccccc1)OC	3	-4	-4	-3.1	-4.7	-23	13	4	-4
COc1ccc(N2CCN(C(=O)C3Cc4ccccc4CN3C(=O)c3ccccc3)CC2)cc1 (configuration not stated)	0	-7	1	0.6	-0.4	10	-1	9	-3

Next structures follow.
SMILES	IDE inh	PHOSPHO1 block	GPR7 antagonist	IMP-1 inh	VIM-2 inh	NALP1 yeast inh	PfM18AAP inh	IDE act	pCIP destab
Cc1ccc2cc(C#N)c(N3CCN(C(=O)c4cccs4)CC3)nc2c1	6	51	-25	-4.2	-0.3	1	15	-3	-13
CN(C(=O)COC(=O)c1ccc2[nH]c3c(c2c1)CCCC3)C1CCS(=O)(=O)C1 (configuration not stated)	1	36	-2	-2.7	-1.1	1	8	-5	-2
CC(CCN1CCC(n2nccc2NC(=O)c2ccccc2Cl)CC1)c1ccccc1 (configuration not stated)	6	3	-1	-1.5	-3.1	-6	-13	1	-10
Cc1cc(C(=O)Cn2nnc(-c3ccc(Cl)cc3)n2)c(C)n1-c1ccccc1	0	17	-11	-2.5	-2.6	11	-1	0	-2
CCOc1cc(C(=O)N2CCCN(C)CC2)cc(OCC)c1OCC	3	-3	-6	-0.1	-1.5	14	0	4	0
Cc1c(NC(=O)C(C)OC(=O)CCC2CCCC2)c(=O)n(-c2ccccc2)n1C (configuration not stated)	1	28	1	-3.9	-0.2	-3	1	2	-5
CO/N=C/NC(=O)C1=NOC(CNc2ncc(C(F)(F)F)cc2Cl)C1 (configuration not stated)	2	-26	-12	-2.7	-2.4	15	1	-6	-15
COc1ccccc1CC(NC(C)=O)C(=O)NC1CCN(C(=O)Nc2ccc(F)cc2)CC1 (configuration not stated)	4	8	-2	-5.8	-0.2	2	0	-1	-22
CC12CCC3C(CCC4N(CCO)CCC34C)C1CCC2O (configuration not stated)	1	20	-1	0.5	-1.4	19	-5	-3	5
O=C(Nn1cnc2ccccc2c1=O)c1ccc(Cl)c([N+](=O)[O-])c1	-1	47	-2	-2.8	-0.9	-4	3	0	2
COc1ccc(-c2ccc(CCC(=O)O)n2C(C)C)cc1	4	-36	0	-0.9	-1.6	15	4	3	0
COc1ccccc1OCCC(=O)OCC(=O)Nc1cccc(Br)c1	0	-2	-4	1.9	0.2	27	-1	6	-6

Carrying on.
SMILES	IDE inh	PHOSPHO1 block	GPR7 antagonist	IMP-1 inh	VIM-2 inh	NALP1 yeast inh	PfM18AAP inh	IDE act	pCIP destab
CNc1nc(Oc2ccc(=O)n(C)n2)nc(N2CCOCC2)n1	1	26	1	-0.8	-4.5	12	1	12	1
CCOC(=O)c1[nH]c2ccc(F)cc2c1NC(=O)CN1CCc2cc(OC)c(OC)cc2C1	1	21	-5	0.8	-1.6	16	-13	/	-13
COc1ccc(OC2OC3COC(c4ccco4)OC3C(O)C2NC(C)=O)cc1 (configuration not stated)	5	-8	-5	-2.9	-2.5	16	-9	3	-5
Cc1cc(C)c(NC(=O)CS(=O)CC(=O)N2CCN(c3ccccc3)CC2)c(C)c1 (configuration not stated)	5	5	-12	-3.8	-0.6	26	0	6	2
Cc1cc(=O)n2c3ccccc3n(CC(O)CN3CCCC3)c2c1C#N (configuration not stated)	1	62*	-4	-2.9	5.0	20	-9	6	7
CCCN(CCC)Cc1c(C(=O)N/N=C/c2ccc(Br)cc2)nnn1-c1nonc1N	2	12	-33	-2.1	-4.5	12	-7	-1	-3
CC(=O)Nc1ccc(NC(=O)N(c2ccccc2)c2ccccc2)cc1	5	-20	0	-1.5	-1.7	12	1	2	1
CC(C)c1ccccc1NS(C)(=O)=O	3	33	-8	-3.3	-5.0	14	2	/	8
O=C(Nc1ccccc1)N1CCCN(c2nccc(C(F)(F)F)n2)CC1	3	46	-8	-1.8	-1.9	-19	3	0	-10
O=C(NCc1ccco1)c1cc(C(=O)C2CCCCC2)c[nH]1	0	-8	9	-2.3	-10	-6	2	4	13
CCc1ccccc1NC(=O)COC(=O)C1CC(=O)N(c2ccc(F)cc2)C1 (configuration not stated)	-1	49	-1	-2.8	-0.8	20	-7	2	3
COc1cc(Br)c(CNc2cc(C)ccc2C)cc1OC	-4	/	-13	4.7*	-1.5	9	5	-4	6

Part of the list above in order of number of heavy atoms, falling:
SMILES	IDE inh	PHOSPHO1 block	GPR7 antagonist	IMP-1 inh	VIM-2 inh	NALP1 yeast inh	PfM18AAP inh	IDE act	pCIP destab
CCOC(=O)c1[nH]c2ccc(F)cc2c1NC(=O)CN1CCc2cc(OC)c(OC)cc2C1	1	21	-5	0.8	-1.6	16	-13	/	-13
CCCN(CCC)Cc1c(C(=O)N/N=C/c2ccc(Br)cc2)nnn1-c1nonc1N	2	12	-33	-2.1	-4.5	12	-7	-1	-3
Cc1cc(C)c(NC(=O)CS(=O)CC(=O)N2CCN(c3ccccc3)CC2)c(C)c1 (configuration not stated)	5	5	-12	-3.8	-0.6	26	0	6	2
COc1ccc(OC2OC3COC(c4ccco4)OC3C(O)C2NC(C)=O)cc1 (configuration not stated)	5	-8	-5	-2.9	-2.5	16	-9	3	-5
CCc1ccccc1NC(=O)COC(=O)C1CC(=O)N(c2ccc(F)cc2)C1 (configuration not stated)	-1	49	-1	-2.8	-0.8	20	-7	2	3
CC(=O)Nc1ccc(NC(=O)N(c2ccccc2)c2ccccc2)cc1	5	-20	0	-1.5	-1.7	12	1	2	1
CO/N=C/NC(=O)C1=NOC(CNc2ncc(C(F)(F)F)cc2Cl)C1 (configuration not stated)	2	-26	-12	-2.7	-2.4	15	1	-6	-15
O=C(Nn1cnc2ccccc2c1=O)c1ccc(Cl)c([N+](=O)[O-])c1	-1	47	-2	-2.8	-0.9	-4	3	0	2
CNc1nc(Oc2ccc(=O)n(C)n2)nc(N2CCOCC2)n1	1	26	1	-0.8	-4.5	12	1	12	1
O=C(NCc1ccco1)c1cc(C(=O)C2CCCCC2)c[nH]1	0	-8	9	-2.3	-10	-6	2	4	13
COc1ccc(-c2ccc(CCC(=O)O)n2C(C)C)cc1	4	-36	0	-0.9	-1.6	15	4	3	0
CC(C)c1ccccc1NS(C)(=O)=O	3	33	-8	-3.3	-5.0	14	2	/	8

Further entries.
SMILES	IDE inh	PHOSPHO1 block	GPR7 antagonist	IMP-1 inh	VIM-2 inh	NALP1 yeast inh	PfM18AAP inh	IDE act	pCIP destab
CC(C)CC(c1nnnn1Cc1ccccc1)N1CCC(C(N)=O)CC1 (configuration not stated)	-1	-4	-4	-0.9	-3.0	1	7	-1	-19
N#CCCN1CCN(Cc2ccccc2)CCC1=O	0	10	-8	-0.8	1.5	0	0	0	-1
COc1cccc(N2CCN(c3ccc4nnc(CCC(=O)N5CCN(C)CC5)n4n3)CC2)c1	0	26	-14	-2.6	1.1	7	-4	0	-12
COCCNC(=O)COc1ccccc1Cl	1	-36	-3	-2.2	-2.0	-6	4	-1	-4
O=C(Nc1ccc(F)cc1)c1c(Cl)nc2ccccn12	-2	28	-3	-1.4	-1.1	-5	0	0	-9
N#CC(C(=O)NC1CCCCC1)c1nc2ccccc2nc1N1CCN(c2ccc(F)cc2)CC1 (configuration not stated)	/	10	-9	-0.7	-0.6	4	10	/	-2
O=C(Cc1ccccc1)NN1C(=O)c2ccccc2C1=O	0	28	-7	-3.6	-3.0	-30	1	0	-6
Cc1nc2ccccn2c1C(=O)NC1CCCC1	3	41	-3	-1.7	-1.5	1	1	-3	2
COc1ccc(Nc2nc(N)c3ccccc3n2)c(OC)c1	/	8	-7	-2.3	2.6	22	7	5	18
COc1ccc(C)cc1-n1nnnc1SCc1cn2ccsc2n1	3	4	9	-2.9	-2.2	-12	-3	2	-10
COc1ccc(/C=C2\SC(=S)N(CCC(=O)Nc3ccc(O)cc3)C2=O)cc1	8	34	-12	-2.2	-2.5	6	-12	-5	-5
Cc1ccc(NC(=O)CSc2ccccn2)cc1S(=O)(=O)N1CCOCC1	-1	15	-13	-0.9	-0.7	1	2	3	2

More entries follow.
SMILES	IDE inh	PHOSPHO1 block	GPR7 antagonist	IMP-1 inh	VIM-2 inh	NALP1 yeast inh	PfM18AAP inh	IDE act	pCIP destab
CCOC(=O)C1=C(c2ccccc2)N2CCS(=O)(=O)N=C2S1	-1	11	-3	-1.1	-4.1	15	-1	-2	-4
O=C(c1ccc2nccnc2c1)N1CCCC(Nc2ccc(F)c(F)c2)C1 (configuration not stated)	10	13	-3	-3.1	-2.9	7	-2	-3	-2
CCC(CC)NC(=O)CO/N=C/c1ccc(Cl)cc1Cl	4	25	-6	-4.0	-0.6	-5	1	3	-1
Cc1nc2ccc(NC(=O)c3ccccc3)cc2s1	-5	35	1	-3.3	0.3	7	-3	6	2
COc1ccccc1N1CCN(S(=O)(=O)CC23CCC(CC2=O)C3(C)C)CC1 (configuration not stated)	5	-1	-8	-1.7	-2.4	4	-1	-3	-27
Cc1nn(-c2ccc(C(=O)OC(C)C)cc2)c(C)c1[N+](=O)[O-]	-5	-5	-9	-0.4	0.5	5	2	6	9
Cc1n[nH]c(C)c1Cc1ccc(C(=O)O)cc1	-3	7	-21	-5.1	-1.3	35	-5	2	-5
O=C(CSc1nnc(C2CC2)n1CC1CCCO1)Nc1ccccc1Cl (configuration not stated)	6	4	0	-1.6	0.6	7	0	0	8
Cn1cnnc1SCC(=O)OCN1C(=O)c2ccccc2C1=O	-3	46	-11	-3.1	-1.0	6	-3	0	-10
